VIM-2 inhibitor: blocks Pseudomonas aeruginosa VIM-2 metallo-beta-lactamase. purified VIM-2, nitrocefin hydrolysis, epi-absorbance fluorescence. inhibition, % at 5.6 µM. 290,000 compounds, 0.89% hits;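 active = inhibition above the mean of all tested compounds plus 3 SD, cutoff set per screening run, cut at about 7.5% in these data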;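 also: red hydrolysis product quenches plate fluorescence so inhibitors raise well fluorescence; 0% = enzyme with DMSO and 100% = DMSO without enzyme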
DNA FID counter: counter-screen for HCV NS3 helicase inhibitors: DNA intercalator displacement | 290,000 compounds, 0.17% hits | DNA fluorescent intercalator displacement, fluorescence | inhibition, % at 7.9 µM; in the data active = inhibition above about 37%;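 also: 0% = vehicle and 100% = reference compound; higher means more ethidium bromide displaced from hairpin DNA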
MEKK3 PB1 HTS: raises or lowers MEK5 binding to the human MEKK3 PB1 domain; Q99759; bead-based flow cytometry, Alexa488-MEK5 binding to MEKK3; actives lie on both sides; 0 = blocked by unlabeled MEK5, 100 = vehicle; 290,000 compounds, 1.4% hits; binding response (% of control), % at 10 µM; AID 1529;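 active = binding response more than 3 SD above or below the average of its plate-row segment, actives on both sides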;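 also: Alexa488 bead fluorescence after subtracting the streptavidin-only scavenger bead signal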
Target sequence (Q99759 whole entry, looked up, the tested form may be a part): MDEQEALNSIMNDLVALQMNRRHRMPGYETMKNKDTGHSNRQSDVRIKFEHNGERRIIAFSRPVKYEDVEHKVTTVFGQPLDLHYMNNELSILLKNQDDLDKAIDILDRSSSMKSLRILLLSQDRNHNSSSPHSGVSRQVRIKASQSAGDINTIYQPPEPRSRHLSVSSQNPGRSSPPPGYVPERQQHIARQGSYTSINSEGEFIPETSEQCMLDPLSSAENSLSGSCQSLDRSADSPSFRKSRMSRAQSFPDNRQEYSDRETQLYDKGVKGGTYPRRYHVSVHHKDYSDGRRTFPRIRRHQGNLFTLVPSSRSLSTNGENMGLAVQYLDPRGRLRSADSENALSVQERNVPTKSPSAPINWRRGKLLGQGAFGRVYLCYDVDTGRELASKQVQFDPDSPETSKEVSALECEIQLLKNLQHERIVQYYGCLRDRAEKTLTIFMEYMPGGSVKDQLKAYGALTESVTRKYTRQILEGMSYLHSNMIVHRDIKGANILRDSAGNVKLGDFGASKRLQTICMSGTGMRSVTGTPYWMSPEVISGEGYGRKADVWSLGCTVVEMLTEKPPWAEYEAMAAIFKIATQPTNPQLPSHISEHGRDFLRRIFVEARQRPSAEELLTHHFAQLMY
UBC9 SUMO inh: SUMOylation inhibition | P63279 | HTRF SUMOylation assay, SAE1/SAE2 + UBC9, in vitro | inhibition, % at 35 µM | 290,000 compounds, 0.36% hits | AID 2006; in the data active = inhibition above about 50%, passing the limit was not always enough; also: strong numbers were not always called active
Target sequence (P63279 whole entry, looked up): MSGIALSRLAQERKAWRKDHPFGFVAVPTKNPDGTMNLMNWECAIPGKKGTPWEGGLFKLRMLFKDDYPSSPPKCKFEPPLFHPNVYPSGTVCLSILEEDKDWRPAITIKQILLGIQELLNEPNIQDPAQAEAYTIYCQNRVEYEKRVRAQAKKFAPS
p-CIP stab down: lowers stability of the mouse p/CIP coactivator protein | Q05BA5 | decrease of EGFP signal, % at 10 µM | 290,000 compounds, 0.01% hits | F442A p/CIP-EGFP cells, EGFP fluorescence, 16 h;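 active = EGFP signal decrease of at least 30% at 10 µM or well 3 SD below plate mean, unless failing retest; inactive = the rest, including hits failing retest or dose response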; also: some compounds called inactive have numbers as strong as hits; many of its hits are not listed in these tables
IDE act: boosts human insulin-degrading enzyme activity in HEK cells. FAbeta-B cleavage, fluorescence polarization; 0% vehicle, 100% cell-free pure enzyme wells. activation, % at 5.96 µM. 340,000 compounds, 0.073% hits. AID 493087;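 active = activation above the mean of all tested compounds plus 3 SD, set per screening campaign, cut at about 17% in these data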
PHOSPHO1 block: PHOSPHO1 (human) inhibition; recombinant PHOSPHO1, absorbance phosphatase assay; inhibition, % at 13.3 µM; 290,000 compounds, 1.1% hits; AID 1565; in the data active = inhibition above about 60%
Target sequence (Q8TCT1 whole entry, looked up): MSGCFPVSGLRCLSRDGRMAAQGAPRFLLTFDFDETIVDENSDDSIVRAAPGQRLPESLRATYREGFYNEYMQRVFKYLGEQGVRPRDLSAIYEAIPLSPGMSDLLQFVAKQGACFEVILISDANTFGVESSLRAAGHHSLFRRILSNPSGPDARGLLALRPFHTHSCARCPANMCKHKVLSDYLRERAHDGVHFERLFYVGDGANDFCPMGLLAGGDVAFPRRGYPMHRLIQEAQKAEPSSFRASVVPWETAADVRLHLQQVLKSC
IMP-1 inhibitor: blocks Pseudomonas aeruginosa IMP-1 metallo-beta-lactamase; purified IMP-1, nitrocefin hydrolysis, epi-absorbance fluorescence; inhibition, % at 5.6 µM; 290,000 compounds, 0.45% hits; AID 1556;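 active = inhibition above the mean plus 3 SD of all compounds in the same screening run, cut at about 4.5% in these data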;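 also: 0% = IMP-1 with DMSO and 100% = DMSO wells lacking enzyme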
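Test system: recombinant IMP-1 enzyme, purified / Medium: HEPES buffer pH 7.1 with ZnSO4 and Brij 35 / Doses: single dose, 5.6 µM / Times: 25 °C, 15 min preincubation, 25 min reaction / Detection: Epi-absorbance via hydrolysed-nitrocefin quenching of white-plate fluorescence, 480/530 nm, EDTA stop / Evaluation: percent inhibition from optical density relative to buffer-blank wells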
HCV NS3 hel inh: blocks Hepatitis C virus NS3 helicase unwinding; 290,000 compounds, 0.56% hits; AID 1800; NS3 helicase DNA unwinding, Cy5 molecular beacon fluorescence; inhibition, % at 10.9 µM;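 active = inhibition above the mean of all tested compounds plus 3 SD, set per campaign, cut at about 35% in these data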;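 also: 0% = DMSO wells and 100% = thioflavine S control wells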
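Material: hepatitis C virus NS3 helicase domain fragment enzyme; measured by: Cy5 fluorescence, 0 and 60 min reads; control set: DMSO and thioflavine S; incubation: 60 min unwinding reaction at 25 °C after ATP addition; read-out basis: % inhibition from 60/0 min fluorescence ratio, DMSO 0%, thioflavine S 100%; repeats: singlicate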
* marks the source's active call; other numbers are inactive results; . = not tested or not shown.

SMILES	VIM-2 inhibitor	DNA FID counter	MEKK3 PB1 HTS	UBC9 SUMO inh	p-CIP stab down	IDE act	PHOSPHO1 block	IMP-1 inhibitor	HCV NS3 hel inh
COc1ccc(CN(CC(=O)NCCc2ccccc2)C(=O)CCC(=O)Nc2ccccn2)cc1	0.8	-35	105	2	-7	3	37	-0.2	-4
CCOC(=O)C1CCCN(C(=O)Cn2cnc3sc(C)c(S(=O)(=O)N4CCOCC4)c3c2=O)C1 (stereo not given)	-1.2	-15	106	5	-11	3	-2	-0.4	-6
C/C(=N\NC(=S)NC1CCCCC1)c1ccc(Cl)c(Cl)c1	0.3	-2	106	22	-5	8	-15	-0.5	1
Cc1c(NS(=O)(=O)c2ccc3c(c2)Cc2ccccc2-3)c(=O)n(-c2ccccc2)n1C	2.1	-15	93	-10	-18	4	28	-3.1	0
CCn1c(SCC(=O)Nc2ccccc2N2CCOCC2)nnc1-c1ccccc1	-3.6	-30	114	8	-6	3	1	-7.8	-6
C=CCN1C(=O)C(CC(=O)O)SC1=Nc1c(C)n(C)n(-c2ccccc2)c1=O (stereo not given)	-2.6	-1	100	17	-1	9	6	-7.1	0
O=C(CC1NCCNC1=O)Nc1ccc2c(c1)OCCO2 (stereo not given)	-4.5	-2	99	16	3	3	2	-0.2	9
Cn1[nH]c(C(F)(F)F)cc1=O	-1.9	5	106	3	8	0	32	-1.8	10
Cc1nc2ccc(C(=O)c3ccccc3)cc2[nH]1	-2.8	-1	94	7	-7	0	10	-4.4	7
CC(=O)c1ccc(N2CCC(C)CC2)c(F)c1	0.8	-7	99	-5	7	-4	8	0.8	2
C=CCN=C(NC#N)SCc1ccccc1	-1.0	-11	111	-6	2	9	32	-3.0	4
COc1ccc(CNC(=O)[C@H](Cc2ccccc2)NC(=O)C2CCN(C(=O)[C@H](C)N)CC2)cc1	-2.0	-1	100	10	-3	4	-2	-2.6	-1
COc1cc(OC)c(C(=O)N2CCCC2)cc1OC	-1.0	-6	90	11	-13	4	41	0.8	1
Cc1nc(SCC(=O)O)c(C#N)c(C)c1CC(=O)c1ccccc1	1.7	-19	86	6	-3	.	6	-2.3	-10
CCN1C(=O)CC(c2ccco2)Sc2ccccc21 (stereo not given)	3.0	-6	100	-12	4	7	7	0.0	12
CCn1c(SCC(=O)N2CCN(c3ccccc3)CC2)nnc1-c1c[nH]c2ccccc12	-2.9	-34	112	4	-2	-19	-10	-2.9	-4
COc1ccc(CNC(=O)CSc2nnc3c(n2)[nH]c2ccc(C)cc23)cc1	-2.7	-7	92	26	-1	2	24	-3.1	-20
Cc1cc(=O)oc2cc(OCC(=O)OCC(=O)NCCc3ccccc3)ccc12	-1.2	3	108	0	1	1	28	-1.6	7
N#Cc1ccc(-c2ccc(OCC(=O)NCC(=O)Nc3ccc(F)c(F)c3F)cc2)cc1	-1.4	-6	98	39	-6	-7	-1	-1.6	5
Cc1ccc(C(=O)C2CCN(CC(=O)Nc3ccccc3C)CC2)cc1	-1.1	-14	99	-13	9	0	32	-2.2	-6
COc1ccc(OCC(O)CNS(=O)(=O)c2ccc(NC(C)=O)cc2)cc1 (stereo not given)	-1.5	-2	102	-7	-4	2	0	-1.8	0
Cc1ccc(OCC(=O)N2CC3(C)CC2CC(C)(C)C3)cc1 (stereo not given)	-1.2	-32	78	-4	-7	7	-1	-1.1	6
CSc1ccccc1NC(=O)c1ccccc1N(C)S(C)(=O)=O	-3.1	-9	101	19	-4	0	-20	-4.7	7
CNC(=O)c1ccc(-c2ccccc2)s1	-1.0	-5	101	-4	10	4	4	-1.1	7
Cn1c(SCC(=O)N2CCc3ccccc32)nc2cccnc21	-1.6	-11	102	28	-1	2	-14	-2.4	-12
CCCOc1cc(C)c(Cl)cc1S(=O)(=O)N(CC)CC	0.3	-13	106	-4	-8	7	-8	-1.9	-9
CC(C)Oc1ccc(C2C(C(=O)c3ccco3)=C(O)C(=O)N2Cc2cccnc2)cc1 (stereo not given)	-2.0	-32	103	5	5	5	-27	-4.2	4
Cc1ccc(S(=O)(=O)N2CCN(C(=O)c3ccc(Br)o3)CC2)c(C)c1	-1.3	-38	99	3	-2	3	32	-2.1	-7
COc1ccc(NC(=O)Nc2ccccn2)cc1OC	-0.1	-9	103	7	9	0	24	-0.1	9
COCc1nnc(NC(=O)CS(=O)(=O)Cc2ccccc2)s1	0.2	-34	102	-12	-1	-3	13	-2.6	6
Cc1ccc(C(C(=O)NC2CCCC2)N(C(=O)CNC(=O)c2ccco2)c2ccccc2)o1 (stereo not given)	-0.8	-30	101	22	-17	3	28	-1.7	9
O/N=C/c1ccccc1Oc1ccccc1	-1.8	-8	94	12	-13	0	28	-1.1	0
CCCCN(C)C(=O)Cn1cnc2sc(C)c(S(=O)(=O)N3CCN(c4ccccc4OC)CC3)c2c1=O	-0.9	-18	103	4	7	-2	35	-1.1	0
Cc1[nH]c2ccccc2c1C(=O)/C=C\c1ccccc1Cl	0.6	-6	99	-3	-15	-3	4	0.5	-12
COc1ccc(N2CCN(C3CC(=O)N(Cc4ccc(N5CCCC5=O)cc4)C3=O)CC2)cc1 (stereo not given)	-3.0	-24	105	21	-14	4	22	-3.4	9
COc1ccc(Nc2oc(-c3ccccc3F)nc2C#N)cc1	-0.8	-7	103	28	-24	-1	25	0.1	-4
CC(=O)Oc1ccc(C2OC(=O)c3ccccc3N2C(C)=O)cc1 (stereo not given)	-1.7	0	81	6	-8	5	5	-3.9	-7
O=C(NC1CCCC1)C(c1ccsc1)N(C(=O)Cc1cccs1)c1cccc(F)c1 (stereo not given)	-0.1	-2	100	3	-4	-3	-27	-1.4	-2
Fc1ccc(-c2csc3ncnc(Nc4ccc(N5CCOCC5)cc4)c23)cc1	-1.1	-32	95	0	-4	7	50	-1.5	-6
Cc1nnsc1-c1nnc(SCC(=O)c2ccccc2)n1C1CC1	-1.9	-8	98	4	-8	5	8	-1.1	-14
Cc1cccc(-n2nc([N+](=O)[O-])c(N3CCN(C(=O)c4ccco4)CC3)[n+]2[O-])c1	1.0	-23	103	15	-4	1	52	-4.6	6
CCc1nn2c(N3CCOCC3)cc(C)nc2c1-c1ccccc1	-2.0	-28	94	17	5	1	25	-4.0	-3
CC1CC(C)CN(C(=O)CCc2ccccc2)C1 (stereo not given)	-1.8	-5	100	1	-5	2	47	-1.9	-1
CC(=O)/C(=N/Nc1ccccc1)Sc1nnc(C(O)c2ccccc2)n1-c1ccccc1 (stereo not given)	1.2	-34	102	4	8	1	-12	-1.3	13
CCCCCc1cc(=O)oc2c(C(CCN(CC)CC)c3ccc(OC)cc3)c(OC)cc(OC)c12 (stereo not given)	.	.	86	-4	7	11	8	.	.

A second format for part of the listing above:
Structure | VIM-2 inhibitor | DNA FID counter | MEKK3 PB1 HTS | UBC9 SUMO inh | p-CIP stab down | IDE act | PHOSPHO1 block | IMP-1 inhibitor | HCV NS3 hel inh
COCc1nnc(NC(=O)CS(=O)(=O)Cc2ccccc2)s1 | 0.2 | -34 | 102 | -12 | -1 | -3 | 13 | -2.6 | 6
Cc1ccc(C(C(=O)NC2CCCC2)N(C(=O)CNC(=O)c2ccco2)c2ccccc2)o1 (stereo not given) | -0.8 | -30 | 101 | 22 | -17 | 3 | 28 | -1.7 | 9
O/N=C/c1ccccc1Oc1ccccc1 | -1.8 | -8 | 94 | 12 | -13 | 0 | 28 | -1.1 | 0
CCCCN(C)C(=O)Cn1cnc2sc(C)c(S(=O)(=O)N3CCN(c4ccccc4OC)CC3)c2c1=O | -0.9 | -18 | 103 | 4 | 7 | -2 | 35 | -1.1 | 0
Cc1[nH]c2ccccc2c1C(=O)/C=C\c1ccccc1Cl | 0.6 | -6 | 99 | -3 | -15 | -3 | 4 | 0.5 | -12
COc1ccc(N2CCN(C3CC(=O)N(Cc4ccc(N5CCCC5=O)cc4)C3=O)CC2)cc1 (stereo not given) | -3.0 | -24 | 105 | 21 | -14 | 4 | 22 | -3.4 | 9
COc1ccc(Nc2oc(-c3ccccc3F)nc2C#N)cc1 | -0.8 | -7 | 103 | 28 | -24 | -1 | 25 | 0.1 | -4
CC(=O)Oc1ccc(C2OC(=O)c3ccccc3N2C(C)=O)cc1 (stereo not given) | -1.7 | 0 | 81 | 6 | -8 | 5 | 5 | -3.9 | -7
O=C(NC1CCCC1)C(c1ccsc1)N(C(=O)Cc1cccs1)c1cccc(F)c1 (stereo not given) | -0.1 | -2 | 100 | 3 | -4 | -3 | -27 | -1.4 | -2
Fc1ccc(-c2csc3ncnc(Nc4ccc(N5CCOCC5)cc4)c23)cc1 | -1.1 | -32 | 95 | 0 | -4 | 7 | 50 | -1.5 | -6
Cc1nnsc1-c1nnc(SCC(=O)c2ccccc2)n1C1CC1 | -1.9 | -8 | 98 | 4 | -8 | 5 | 8 | -1.1 | -14
Cc1cccc(-n2nc([N+](=O)[O-])c(N3CCN(C(=O)c4ccco4)CC3)[n+]2[O-])c1 | 1.0 | -23 | 103 | 15 | -4 | 1 | 52 | -4.6 | 6
CCc1nn2c(N3CCOCC3)cc(C)nc2c1-c1ccccc1 | -2.0 | -28 | 94 | 17 | 5 | 1 | 25 | -4.0 | -3

Going on with the list:
SMILES	VIM-2 inhibitor	DNA FID counter	MEKK3 PB1 HTS	UBC9 SUMO inh	p-CIP stab down	IDE act	PHOSPHO1 block	IMP-1 inhibitor	HCV NS3 hel inh
Cc1cc(=O)n2c3ccccc3n(CC(O)CN3CCCCC3)c2c1C#N (stereo not given)	0.9	7	101	10	-7	-2	18	-2.7	3
C=CCNC(=S)NNC(=O)c1cc(C)nc2ccccc12	-5.3	0	100	13	-6	2	-5	-3.8	4
CC1CCN(C(=O)c2cc(-c3ccccc3O)on2)CC1	-5.6	-15	114	-5	-15	5	-11	0.2	-4
c1ccc(CSc2ccc(-c3cccs3)nn2)cc1	-1.3	-4	129*	-5	-7	-7	-9	-2.5	-4
Cc1ccc(Sc2ccc(/C=C3/C(=O)NN(c4ccccc4)C3=O)o2)cc1	-1.9	-13	95	17	-3	-2	6	-1.7	27
O=C(NCCc1ccc(Cl)cc1)c1cc2ccccn2n1	0.0	-15	94	29	-4	-1	32	-0.2	-6
CCCCn1c(SCC(=O)NCc2ccco2)nc2c(sc3ccccc32)c1=O	-4.0	-4	103	24	32	-4	2	-0.5	0
CCOC(=O)c1[nH]c2ccc(C)cc2c1NC(=O)CN1CCCCC1	-1.4	-3	95	2	11	7	-1	-1.2	-7
COc1cccc(OC)c1OCC(C)CNCC1CCCO1 (stereo not given)	-1.8	7	103	0	5	3	10	-5.5	7
COc1cc(SC)ccc1C(=O)Nc1ncc(Cl)cc1Cl	-2.7	-1	109	-10	-1	1	12	-5.1	4
O=C(O)/C=C/c1ccc(S(=O)(=O)Nc2ccccc2C(=O)Nc2ccc(F)cc2)cc1	0.1	-15	100	18	-8	0	24	-0.3	4
CC1CCN(C(=O)CSc2nc3c(c(=O)n2C)SC(C)C3)CC1 (stereo not given)	-1.1	-29	103	20	-25	1	37	-1.0	8

The list is partial (hit frequency here may not be typical).
